# LEDGF integ inh – blockers of LEDGF/p75-dependent integrase strand transfer – biochemical, TR-FRET, high throughput, primary screen; HIV-1 integrase (with human LEDGF/p75); TR-FRET IN-LEDGF/p75 DNA integration, Eu/Cy5; inhibition, % at 3.7 µM; hit rate 0.64% among 370,000;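 active means inhibition above the screen-wide mean plus 3 SD, cut at about 13% in these data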;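 further: signal is the Cy5 over europium emission ratio at 671 and 618 nm; 0% = plate median of compound wells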
# PRMT1 FP inh – PRMT1 methyltransferase inhibitors, primary screen, biochemical, fluorescence polarization; Protein arginine N-methyltransferase 1 (Homo sapiens), Q99873; recombinant PRMT1, activity-based probe fluorescence polarization; inhibition, % at 2.79 µM; hit rate 1.3% among 370,000; AID 652257, 2013;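 active means inhibition above about 21% made by adding two undisclosed values, limit read from the data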
# Target sequence (Q99873 whole entry, looked up): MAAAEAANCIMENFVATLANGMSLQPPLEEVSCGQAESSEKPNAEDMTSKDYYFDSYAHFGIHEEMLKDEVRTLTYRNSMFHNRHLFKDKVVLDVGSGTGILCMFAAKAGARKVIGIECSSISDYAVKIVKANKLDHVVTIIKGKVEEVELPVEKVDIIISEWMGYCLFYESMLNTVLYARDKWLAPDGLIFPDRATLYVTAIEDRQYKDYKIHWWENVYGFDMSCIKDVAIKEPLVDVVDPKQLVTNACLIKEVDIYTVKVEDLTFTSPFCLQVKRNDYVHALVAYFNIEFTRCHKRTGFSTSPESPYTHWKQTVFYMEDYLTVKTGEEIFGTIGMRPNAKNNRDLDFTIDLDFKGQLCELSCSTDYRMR
# MBD2 DNA inh – inhibitors of MBD2 binding to methylated DNA, primary screen, biochemical, TR-FRET, DNA-binding domain, human | inhibition, % at 4.4 µM | hit rate 0.31% among 370,000 | MBD2 binding to methylated oligonucleotide | Methyl-CpG-binding domain protein 2 (Homo sapiens), Q9UBB5; in the data active means inhibition above about 13%
# Rev-erbA mod – modulators of Rev-erb alpha DNA binding, primary screen, biochemical, FITC-DNA, fluorescence polarization, uHTS. AID 1259318, 2017. activity, % at 10 µM. Nuclear receptor subfamily 1 group D member 1 (Homo sapiens), P20393. hit rate 0.79% among 370,000. Rev-erbα–FITC-DNA binding, 90 min;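 active means activity above about 14%, limit read from the data; passing the limit was not always enough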;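 further: 0% = DMSO wells with 35 nM protein and 100% = DMSO wells with 750 nM protein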
# ABHD4 inh – ABHD4 inhibitors, primary screen, biochemical, fluorescence polarization, mouse; (Lyso)-N-acylphosphatidylethanolamine lipase (Mus musculus), Q8VD66; purified mABHD4, FP-Rh probe fluorescence polarization; inhibition, % at 8.92 µM; hit rate 0.54% among 370,000;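 active means inhibition exceeding the mean over every tested compound plus 3 SD, cut at about 30% in these data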;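 further: 0% = plate median of compound wells and 100% = S159A mutant with DMSO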
# Target sequence (Q8VD66 whole entry, looked up): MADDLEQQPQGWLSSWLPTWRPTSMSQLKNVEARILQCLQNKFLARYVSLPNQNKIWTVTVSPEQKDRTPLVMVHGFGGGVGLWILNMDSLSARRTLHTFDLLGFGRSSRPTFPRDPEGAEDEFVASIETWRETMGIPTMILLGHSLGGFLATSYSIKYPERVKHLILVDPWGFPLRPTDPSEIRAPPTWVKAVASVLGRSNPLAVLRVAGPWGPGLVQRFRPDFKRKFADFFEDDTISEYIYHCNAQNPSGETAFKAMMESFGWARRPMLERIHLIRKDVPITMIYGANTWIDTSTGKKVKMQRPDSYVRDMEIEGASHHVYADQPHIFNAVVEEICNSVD
#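 System: mouse ABHD4 enzyme, wild type / Medium: HEPES pH 7.0, NaCl, Pluronic buffer / Reagent: FP-Rh activity-based fluorescent probe / Control set: S159A mutant high control, sample median low control / Detection: fluorescence polarization with parallel and perpendicular emission, 525/598 nm / Schedule: 45 min + 60 min at 25 °C / Compound dosing: 8.92 µM, single dose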
# PG9 Ab binder – binders of HIV-1 gp120 antibody PG9, primary screen, biochemical, TR-FRET. inhibition, % at 6.7 µM. TR-FRET gp120-PG9 antibody binding. hit rate 0.43% among 360,000. HIV-1 gp120 / PG9 antibody interaction; in the data active means inhibition above about 8.5%
# rCAG RNA binder – binders of r(CAG) RNA repeats, primary screen, biochemical, fluorescence. inhibition, % at 3 µM. r(CAG) RNA repeat, TO-PRO-1 dye displacement fluorescence. hit rate 1.3% among 370,000. AID 651821, 2012;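 active means inhibition above the plate cutoff, the mean of all test compounds on that plate plus 3 SD, cut at about 35% in these data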;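 further: 0% = DMSO alone and 100% = 100 µM mitoxantrone as full dye displacement; higher means more dye released from RNA so lower well fluorescence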
# HTRA1 inhibitor – HTRA1 serine protease inhibitors, primary screen, biochemical, fluorescence polarization, HTS; recombinant HTRA1, FP-rhodamine activity-based probe; Q92743; hit rate 0.5% among 340,000; inhibition, % at 5.96 µM; AID 504803, 2011; in the data active means inhibition above about 36%;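 further: 0% = enzyme with DMSO and 100% = wells lacking enzyme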
# UHRF1 binding – UHRF1 methylated DNA binding inhibitors, primary screen, counter-screen for MBD2 inhibitor project, biochemical, TR-FRET, human UHRF1, single concentration; E3 ubiquitin-protein ligase UHRF1 (Homo sapiens), Q96T88; AID 687016, 2013; UHRF1 binding to methylated oligo; inhibition, % at 4.4 µM; hit rate 0.75% among 370,000; in the data active means inhibition above about 21%;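 further: UHRF1 SRA domain binding a hemimethylated CpG hairpin DNA probe; 0% = median of test compound wells and 100% = reference inhibitor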
# TCR CD3 inh – inhibitors of human TCR-CD3 interaction, primary screen, biochemical, fluorescence, TAMRA-labeled TCR probe; T-cell receptor (TCR); inhibition, % at 9.4 µM; hit rate 0.37% among 360,000; AID 651800, 2012; in the data active means inhibition above about 19%;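 further: recombinant mutant TCR 2C K166C tagged with TAMRA read by polarization; 0% = receptor in buffer alone and 100% = receptor with positive control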
# Numbers without * were called inactive; / = not tested or not shown.
no.	Compound	LEDGF integ inh	PRMT1 FP inh	MBD2 DNA inh	Rev-erbA mod	ABHD4 inh
1	COc1ccc(/C=N/NC(=S)Nc2ccccc2)cc1COc1ccccc1F	-4	5	2	6	-8
2	CCN(CC)S(=O)(=O)N1CCC(C(=O)NCc2ccc(C)cc2)CC1	4	3	8	5	-5
3	COc1cccc(NC(=O)Nc2nc(-c3ccc(OC)c(OC)c3)cs2)c1	0	-3	-3	-1	8
4	Cc1ccc(C(=O)OC2CCS(=O)(=O)c3sccc32)cc1 (stereo unspecified)	1	-1	3	-2	-1
5	COc1ccc(CN(C(=O)c2nsc(Cl)c2Cl)C(C(=O)NC2CCCC2)c2ccc(C)cc2)cc1 (stereo unspecified)	1	-5	4	-2	-17
6	Cc1ccc(CNC(=O)CCCCCNc2nc(=S)[nH]c3ccccc23)cc1	-1	-7	3	7	1
7	CCn1c(=O)c2cc(C(=O)NCCN3CCOCC3)sc2c2ccccc21	-5	6	-7	2	10
8	c1ccc(-c2cc3c(N4CCOCC4)ncnc3s2)cc1	4	-1	-4	3	3
9	Cc1ccccc1C(OCC(O)CN1CCC(C(N)=O)CC1)c1ccccc1 (stereo unspecified)	1	0	-5	-1	5
10	CC(=O)Nc1cccc(-c2csc(C(C)(O)c3ccc(F)c(F)c3)n2)c1 (stereo unspecified)	-3	0	3	0	-16
11	COc1ccccc1NS(=O)(=O)c1cc(NC(=O)c2ccc3ccccc3n2)ccc1Cl	2	2	9	13	2
12	COc1ccc(CC(=O)NNc2ncnc3c2cnn3-c2ccccc2)cc1	-1	-1	2	1	-5
13	O=C(COC(=O)C(Cc1ccccc1)NC(=O)c1ccccc1)c1ccccc1 (stereo unspecified)	-2	-5	1	5	-13
14	O=C(NCC(=O)N(Cc1ccco1)C(C(=O)NC1CCCC1)c1cccnc1)c1ccco1 (stereo unspecified)	-2	-1	0	-6	5
15	COc1ccc(-c2nc(CS(=O)CC(=O)NC3CCC(C)CC3)c(C)o2)cc1OC (stereo unspecified)	2	2	-6	0	-2

no.	PG9 Ab binder	rCAG RNA binder	HTRA1 inhibitor	UHRF1 binding	TCR CD3 inh
1	-1.3	18	/	0	-2
2	0.8	-7	-6	19	-3
3	-1.4	34	3	-1	2
4	-2.6	-2	-7	2	-4
5	-1.5	0	-52	-3	4
6	3.1	-3	/	0	3
7	2.6	2	-6	-3	-4
8	0.5	8	-13	-6	-4
9	-0.8	1	-3	2	6
10	-0.7	-2	/	1	1
11	-0.1	1	3	0	0
12	-0.5	2	0	-3	1
13	-1.6	-8	-10	-1	1
14	-0.1	-3	3	0	5
15	-0.8	-6	4	-1	-1

# Reformatted with one line to a screen: entries from further up
2	CCN(CC)S(=O)(=O)N1CCC(C(=O)NCc2ccc(C)cc2)CC1
14	O=C(NCC(=O)N(Cc1ccco1)C(C(=O)NC1CCCC1)c1cccnc1)c1ccco1 (stereo unspecified)
3	COc1cccc(NC(=O)Nc2nc(-c3ccc(OC)c(OC)c3)cs2)c1
5	COc1ccc(CN(C(=O)c2nsc(Cl)c2Cl)C(C(=O)NC2CCCC2)c2ccc(C)cc2)cc1 (stereo unspecified)
8	c1ccc(-c2cc3c(N4CCOCC4)ncnc3s2)cc1
9	Cc1ccccc1C(OCC(O)CN1CCC(C(N)=O)CC1)c1ccccc1 (stereo unspecified)

Screen / compound no. | 2 | 14 | 3 | 5 | 8 | 9
LEDGF integ inh | 4 | -2 | 0 | 1 | 4 | 1
PRMT1 FP inh | 3 | -1 | -3 | -5 | -1 | 0
MBD2 DNA inh | 8 | 0 | -3 | 4 | -4 | -5
Rev-erbA mod | 5 | -6 | -1 | -2 | 3 | -1
ABHD4 inh | -5 | 5 | 8 | -17 | 3 | 5
PG9 Ab binder | 0.8 | -0.1 | -1.4 | -1.5 | 0.5 | -0.8
rCAG RNA binder | -7 | -3 | 34 | 0 | 8 | 1
HTRA1 inhibitor | -6 | 3 | 3 | -52 | -13 | -3
UHRF1 binding | 19 | 0 | -1 | -3 | -6 | 2
TCR CD3 inh | -3 | 5 | 2 | 4 | -4 | 6

# (continued)
no.	Compound	LEDGF integ inh	PRMT1 FP inh	MBD2 DNA inh	Rev-erbA mod	ABHD4 inh
16	CC(C)Oc1ccc(C(=O)Nc2ccc(Cl)c(S(=O)(=O)Nc3ccc(Cl)cc3)c2)cc1	-4	1	4	1	-114
17	Cc1ccccc1C(=O)N(C)[C@H]1C[C@H]2c3[nH]c4c(-c5ccccc5)cccc4c3CCN2C[C@H]1[C@H](C)O	-2	-2	-5	2	5
18	COc1ccc(C(=O)N(NC(=O)Oc2ccccc2)C(C)(C)C)cc1	2	-1	3	-1	2
19	CCOC(=O)C1CCCN(C(=O)c2cc(-c3cccs3)oc2C)CC1 (stereo unspecified)	0	0	6	14	0
20	O=C(N=C1SC2CS(=O)(=O)CC2N1Cc1ccc(F)cc1)C1CCCO1 (stereo unspecified)	-2	0	-1	-2	3
21	COc1ccc(NC2CCCN(C(=O)CCOc3ccccc3)C2)cc1 (stereo unspecified)	1	-2	2	-5	5
22	Cc1cccc(NS(=O)(=O)c2cc(C(=O)N3CCc4ccccc4C3)ccc2Cl)c1C	2	0	4	-1	-6
23	CS(=O)(=O)N(CC(=O)NCCC1=CCCCC1)c1cccc([N+](=O)[O-])c1	-4	-2	0	-4	4
24	Cc1cccc(C)c1NC(=O)C1(C)CSCC(=O)N1C1CCN(Cc2ccccc2)CC1 (stereo unspecified)	-1	6	4	-3	4
25	CCOC(=O)N1CCN(C(=O)C[C@H]2C[C@@]3(C(=O)OC)C(=C[C@H](COCc4ccccc4)O[C@@H]3C)N(CCc3ccc(OC)c(OC)c3)C2=O)CC1	0	-1	1	2	2
26	O=C(NC1CCCCC1)C(c1ccc(F)cc1)N(Cc1ccccc1)C(=O)CN1C(=O)c2ccccc2S1(=O)=O (stereo unspecified)	-1	0	3	-4	1
27	COC(=O)Cc1c(C)c2ccc(OCC(C)=O)c(C)c2oc1=O	5	-2	-5	10	4
28	O=C1c2cccc(-c3ccc(C(F)(F)F)cc3)c2C2CCCCN12 (stereo unspecified)	2	1	0	2	-4
29	COc1cc2c(cc1OC)CN(C(=O)CSc1nnc(C)s1)CC2	-1	-1	-2	-1	0
30	Cc1nn(CCO)c2c1C(=O)CCC2	0	-1	-3	1	-10

no.	PG9 Ab binder	rCAG RNA binder	HTRA1 inhibitor	UHRF1 binding	TCR CD3 inh
16	5.2	33	-88	2	5
17	/	9	/	-1	/
18	-1.7	0	-3	5	2
19	0.2	-3	/	0	-1
20	-0.7	3	-3	0	-1
21	-2.9	-3	-2	2	-3
22	1.2	4	-41	-1	2
23	-1.1	-5	0	-3	2
24	0.7	2	/	-1	5
25	/	3	/	0	/
26	-2.3	6	10	0	7
27	-0.9	-3	1	0	-2
28	-1.1	-1	/	-1	4
29	0.0	-2	0	-4	1
30	-0.3	-1	5	0	0

no.	Compound	LEDGF integ inh	PRMT1 FP inh	MBD2 DNA inh	Rev-erbA mod	ABHD4 inh
31	CSCCC1C(C#N)=C(N)Oc2n[nH]c(-c3cccs3)c21 (stereo unspecified)	0	-1	-3	-9	-2
32	CSCCC(NC(=O)COc1ccccc1)C(=O)OCC(=O)c1cc2ccccc2o1 (stereo unspecified)	3	0	3	1	11
33	CC1(C)CC(=O)C=C(Nc2ccc(F)cc2F)C1	-4	2	-5	-4	8
34	Cc1[nH]c2ccccc2c1SCCNC(=O)c1ccc(Br)o1	-2	-1	2	-3	-6
35	Cn1c(-c2ccccc2Br)n[nH]c1=S	-1	5	3	0	-5
36	CCOc1cccc2sc(N(CCN(C)C)C(=O)c3ccc4c(c3)OCCO4)nc12	4	-7	-3	1	9
37	N/C(=N\OC(=O)Cc1ccc([N+](=O)[O-])cc1)c1cccc(Br)c1	-3	3	8	0	-6
38	COc1ccc2[nH]cc(CCNS(=O)(=O)c3ccc(NC(C)=O)cc3)c2c1	-3	0	3	0	0
39	Cc1ccccc1C(=O)N/C(=C/c1ccc(-c2cccnc2Cl)o1)C(=O)NCCCN1CCN(C)CC1	1	-3	-3	-4	7
40	O=C(NNS(=O)(=O)c1ccccc1)c1ccncc1	2	-4	0	-2	-7
41	CCNc1sc(C(=O)c2cccs2)c(N)c1C#N	-2	29*	-6	-2	3
42	CN1CCC(=O)N(CCSc2ccc(Br)cc2)CC1	1	-3	-10	-4	5
43	Cc1ccc(-c2cc3nc(NCCc4ccncc4)n(C)c(=O)c3s2)cc1	6	-3	4	-9	-14
44	Fc1cccc(F)c1CSc1nc2ccccc2[nH]1	1	-1	2	-1	-2
45	CCC1CN(C(=O)N2CCC(C(=O)NCCc3ccc(OC)cc3OC)CC2)c2ccccc2O1 (stereo unspecified)	1	-3	2	-6	-2

no.	PG9 Ab binder	rCAG RNA binder	HTRA1 inhibitor	UHRF1 binding	TCR CD3 inh
31	-1.1	9	1	-10	5
32	1.9	1	-10	1	-7
33	-1.2	-2	8	4	-2
34	-1.7	-2	-12	-3	9
35	0.4	1	-7	1	-9
36	0.4	-9	-1	-5	8
37	0.9	3	-6	2	-5
38	0.8	-1	/	0	1
39	-10	-3	6	-2	1
40	0.2	0	-8	-2	9
41	0.5	2	-3	0	-3
42	0.2	-4	0	-2	0
43	0.9	2	/	-3	6
44	0.1	-2	-1	3	-7
45	-1.8	-5	-2	0	8

no.	Compound	LEDGF integ inh	PRMT1 FP inh	MBD2 DNA inh	Rev-erbA mod	ABHD4 inh
46	COc1ccccc1COCC(O)CNCC1(N2CCCCC2)CCCCC1 (stereo unspecified)	5	-2	-2	1	8
47	c1cnc2cc(-c3ccsc3)ncc2c1	-5	2	6	-5	0
48	Cc1ccc(C(=O)NCC2CCCN2S(=O)(=O)c2cccs2)cc1C (stereo unspecified)	1	-1	3	2	-1
49	CCn1c(C)c(/C=N/Nc2nc3ccccc3s2)c2ccccc21	1	12	11	9	4
50	COc1ccc(S(=O)(=O)N2CCC(C(=O)Nc3ccccc3C)CC2)c2cccnc12	2	1	0	0	4
51	CC1=C2NC(N)=[N+](CC3CC3)C(Cc3ccccc3)[C@@H]2n2c(=O)n(-c3ccccc3)c(=O)n2C1 (stereo partly specified)	-3	-1	4	0	3
52	COc1ccc(CNC(=O)COC(=O)/C=C/c2cccc(Br)c2)cc1OC	-6	6	2	5	-4
53	O=C(NC12CC3CC(CC(C3)C1)C2)C1CC(=O)N(c2ccccc2)C1 (stereo unspecified)	-4	6	6	4	-15

no.	PG9 Ab binder	rCAG RNA binder	HTRA1 inhibitor	UHRF1 binding	TCR CD3 inh
46	0.2	-2	-6	-2	3
47	0.8	1	6	11	-4
48	0.8	-3	-11	-2	0
49	-1.6	47*	32	5	-2
50	-1.7	6	-6	-2	5
51	/	15	/	0	/
52	-3.0	-2	-9	2	-7
53	-0.4	2	6	7	-1

# Assay outcomes (PubChem)

# Some of the compounds tested (hit frequency here may not be typical).
